# Source: PubChem BioAssay (several laboratories)
# HTR2A ag: mouse HTR2A agonism via beta-arrestin recruitment. P35363. CHO-K1 mHTR2A beta-arrestin complementation, luminescence; percent of 30 µM serotonin response. activation, % at 7.6 µM. 360,000 tested, 0.66% active. AID 624169;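 active = activation above a run cutoff, the mean activation of all tested compounds plus 3 SD, cut at about 14% in these data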;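 also: 0% = plate median of compound wells and 100% = 30 µM serotonin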
# Target sequence (P35363 whole entry, looked up): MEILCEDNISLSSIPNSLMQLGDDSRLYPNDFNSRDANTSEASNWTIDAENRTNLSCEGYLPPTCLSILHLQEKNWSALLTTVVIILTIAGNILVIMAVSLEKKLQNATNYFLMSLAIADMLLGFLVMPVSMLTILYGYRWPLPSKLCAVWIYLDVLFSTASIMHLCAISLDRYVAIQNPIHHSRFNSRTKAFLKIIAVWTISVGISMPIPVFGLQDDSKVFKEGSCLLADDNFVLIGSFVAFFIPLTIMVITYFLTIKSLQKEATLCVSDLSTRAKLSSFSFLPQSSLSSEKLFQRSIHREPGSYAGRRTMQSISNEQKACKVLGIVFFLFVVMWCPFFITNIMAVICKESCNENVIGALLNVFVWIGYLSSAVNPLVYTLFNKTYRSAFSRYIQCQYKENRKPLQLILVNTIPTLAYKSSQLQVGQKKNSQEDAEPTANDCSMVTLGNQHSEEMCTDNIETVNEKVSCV
# H9c2 protect: modulators protecting cardiomyocytes from myocardial damage. H9c2 cardiomyocytes, H2O2 injury protection, ATPLite, 2 h. protection from H2O2 cell death, % at 20 µM. 360,000 tested, 0.63% active. AID 588492;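 active = compounds giving at least 50% protection of heart cells from peroxide-induced death in the single-dose screen, raw or plate-pattern-corrected value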;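 also: 0% = DMSO wells with peroxide and 100% = DMSO wells without peroxide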
# ABCB6 inh MLPCN: blocks the human ABCB6 transporter. fluorescence ratio to DMSO, % at 10 µM. K562-ABCB6 porphyrin accumulation, flow cytometry, 1 h; active compounds read low. 360,000 tested, 0.19% active. AID 602162;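 active = fluorescence ratio to DMSO below 75%, the collection mean minus 3 SD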;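 also: signal is porphyrin accumulated inside mitochondria; 100% equals median channel fluorescence of DMSO control wells; lower ratio means ABCB6 inhibition with less porphyrin fluorescence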
# PDI inh: blocks human protein disulfide isomerase activity; P07237; 350,000 tested, 0.052% active; AID 588391; inhibition, % at 10 µM; PDI insulin aggregation turbidity, A650, 90 min;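 active = mean inhibition across replicates of 30% or more, whatever share of single replicates reach that level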;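 also: absorbance from insulin aggregation driven by PDI reduction with DTT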
# Target sequence (P07237 whole entry, looked up): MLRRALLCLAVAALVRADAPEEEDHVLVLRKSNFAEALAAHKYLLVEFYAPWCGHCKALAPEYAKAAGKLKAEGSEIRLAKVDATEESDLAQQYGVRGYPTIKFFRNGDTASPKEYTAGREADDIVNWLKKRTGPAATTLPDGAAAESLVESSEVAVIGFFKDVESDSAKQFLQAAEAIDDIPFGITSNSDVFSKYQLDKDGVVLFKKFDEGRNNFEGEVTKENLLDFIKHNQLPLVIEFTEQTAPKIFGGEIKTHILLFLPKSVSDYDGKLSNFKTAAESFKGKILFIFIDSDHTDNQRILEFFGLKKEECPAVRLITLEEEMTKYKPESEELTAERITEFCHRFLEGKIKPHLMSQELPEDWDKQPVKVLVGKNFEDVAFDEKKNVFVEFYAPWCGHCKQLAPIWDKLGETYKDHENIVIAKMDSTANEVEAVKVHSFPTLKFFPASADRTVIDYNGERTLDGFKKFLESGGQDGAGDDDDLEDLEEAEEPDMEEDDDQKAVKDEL
# Granule exo inh: lytic granule exocytosis inhibition. TALL-104 LAMP-1 surface exposure, flow cytometry; cells stimulated with thapsigargin and PMA. inhibition, % at 10 µM. 360,000 tested, 0.66% active. AID 651702;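 active = inhibition above about 55%, limit read from the data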
# CaV13 ICDI inh: Disruptors of the CACNA1D IQ motif to Ca2+-dependent inactivation inhibitor domain association, primary screening, Förster resonance energy transfer in intact living …; AID 743397; inhibition, % at 12.3 µM; 340,000 tested, 0.098% active; HEK cells, CFP/YFP FRET ICDI-IQ, plate reader, 10 min; percent FRET-ratio fall versus neutral wells;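 active = mean replicate inhibition of at least 30% and at least 1% of replicates passing that level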;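 also: 0% = median of the neutral control wells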
# aDG glyco act: increases alpha dystroglycan glycosylation; activation, % at 10 µM; AID 624168; Pro5-aDG cells, alpha-DG glycosylation AlphaScreen (IIH6); 0% Pro5, 100% B10-LARGE cell signal; 360,000 tested, 0.22% active;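 active = activation of at least 8% versus controls, or a plate z-score of at least 8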;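 also: Pro5 are CHO cells carrying HIG-tagged alpha-DG that lacks glycosylation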
# Vif inh: inhibitors of HIV Vif | HEK293T cells, Vif self-association by quenched fluorescence, imaging, 24 h | inhibition, % at 7.49 µM | 340,000 tested, 0.35% active; in the data active = inhibition above about 50%, passing the limit was not always enough; also: some results filed as inactive read as strong as hits
# hiPSC survival: enhancers of human iPSC single-cell survival; hiPSC single-cell survival, ATPlite luminescence; 100% = ROCK inhibitor wells, 0% = DMSO; survival enhancement, % at 20 µM; AID 602274; 360,000 tested, 0.044% active; in the data active = survival enhancement above about 18%;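 also: cells exposed to compounds for 16 hours before the ATP read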
# N-glyco inh: blocks N-linked glycosylation in D54 reporter cells; D54 ERlucT glycosylation luciferase reporter, 24 h; percent of 100 nM tunicamycin response; reporter increase, % at 12.5 µM; 360,000 tested, 0.23% active; AID 588692;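 active = mean luciferase reporter signal, scaled so untreated is 0 and the glycosylation-blocking control 100, at or above a set limit in every replicate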;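 also: luciferase carries N-glycosylation sites so blocking glycosylation raises the light; 0% = median of neutral control wells and 100% = median of 100 nM tunicamycin wells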
# The depositor's hits bear a star; . = no result given.
SMILES,HTR2A ag,H9c2 protect,ABCB6 inh MLPCN,PDI inh,Granule exo inh,CaV13 ICDI inh,aDG glyco act,Vif inh,hiPSC survival,N-glyco inh
C#CCn1c(=NC(=O)c2ccc(Br)s2)sc2cccc(OC)c21,-8,-8,137,.,-1,-10,-0.2,-6,-0.5,0
COc1ccc(OC)c(NC(=O)C(=O)NCCC2=CCCCC2)c1,-2,-8,91,-6,24,-4,-0.4,-7,-1.6,1
Cc1ccc(NS(=O)(=O)c2cccc(C(=O)NCC3CCCO3)c2)cc1 (centres undefined),8,0,97,-3,-3,-6,0.8,-13,-0.5,0
CCN(CC(=O)NC1CCCC1)S(=O)(=O)c1ccc(C)cc1,3,-2,96,2,3,.,0.0,-6,-0.1,2
O=C(c1ccco1)N1CCN(C(=O)c2cnn3c2NC(c2cccs2)CC3C(F)(F)F)CC1 (centres undefined),4,0,95,-2,-2,-10,-0.1,-7,-0.8,0
O=C(NCc1cccc(F)c1)c1[nH]c(C(F)(F)F)nc1-c1ccccc1,-5,-8,99,.,2,-7,0.0,-9,-2.2,-1
CNC(=O)/C(C#N)=C\c1ccc(CNS(=O)(=O)c2ccc(Cl)cc2)o1,-2,-3,96,-4,0,-4,-0.3,0,1.0,4
CCOC(=O)c1coc(CNC(=O)c2c(C)oc3c2CCCC3)c1,1,0,111,18,-1,-5,0.9,1,-1.3,0
O=C(CSCC(=O)N1CCCCC1)OCC(=O)c1c[nH]c2ccccc12,1,-2,91,3,2,-6,-0.2,-3,-0.5,0
CN(CC(=O)Nc1ccc(Cl)cc1)CC(=O)Nc1sc2c(c1C(N)=O)CCC2,-7,3,99,9,7,-7,0.7,.,-0.8,-1
CCC1CCCCN1CCCNC(=O)C1CCCN(S(=O)(=O)N2CC(C)CC(C)C2)C1 (centres undefined),-2,2,91,-2,1,-6,4.1,-3,0.0,2
CCOC(=O)N1CCC(NC(=O)Cn2ncc3c2-c2cc(C)ccc2OC3)CC1,-3,-3,95,.,14,-5,0.0,-9,-1.6,2
CCOc1ccc(NC(=O)C2CC(=O)N(CCc3ccccc3)C2)cc1OC (centres undefined),-3,9,102,-4,-9,-3,-0.2,20,3.2,0
CC(=O)c1ccccc1NCC(=O)Nc1ccc(C)cc1,-3,-6,96,2,4,-9,-0.1,-2,0.1,2
CC(Sc1nnc(C2CC2)n1N)C(=O)NC1CCCCC1C (centres undefined),1,-1,96,3,1,-5,-0.1,-3,1.1,2
Cc1ccc(/C=C/C2=NN(C)C(=O)CC2)cc1,-3,-17,102,5,-2,-6,0.5,6,-3.6,-5
COCc1cc(C)nc(OCC(=O)N/N=C/c2ccccc2O)c1C#N,-2,28,101,-11,-2,2,0.1,7,-1.9,0
CCCCc1ccc(S(=O)(=O)Nc2ccc(C)c(NS(C)(=O)=O)c2)cc1,3,-13,101,-11,4,-21,0.1,-3,-0.2,2
CCN1C(=O)C(=O)N(CC(=O)c2cc(C)n(C3CC3)c2C)C1=O,6,-2,100,4,7,-5,0.1,-4,0.0,5
CCOc1ccc(S(=O)(=O)NN=C2CCN(C(C)=O)CC2)cc1,7,1,99,-4,-1,4,-0.1,17,-0.6,-1
COc1cccc(C(=O)Nc2ccc(S(=O)(=O)N3CCCCC3)cc2)c1OC,-6,-9,98,-1,-5,.,-0.2,-8,-0.3,3
COc1ccc(OCCOC(=O)CNS(=O)(=O)c2ccc(SC)c([N+](=O)[O-])c2)cc1,2,-2,102,-2,-5,-6,0.0,4,-0.4,-1
N#CCCn1cc(C(=O)Nc2cccc(C(=O)O)c2)c(-c2ccc(Cl)cc2)n1,4,4,100,-6,-6,-4,0.0,-5,0.7,-2
COC(C[C@@H]1O[C@@H]1C(=O)COCc1ccccc1)OC,6,5,96,-1,-13,-9,-0.1,5,-4.2,1
Cc1noc(C(C)C)c1C(=O)Nc1ccc(-c2nnc3n2CCCCC3)cc1,4,5,99,-1,-1,-5,-0.4,-1,-0.3,1
CCOc1cc(C2NC(=O)NC(C)=C2C(=O)OCc2ccccc2)ccc1O (centres undefined),-1,2,95,2,0,-9,-0.2,8,-1.9,-1
CCCn1nc(C(=O)N(C)CC(=O)Nc2ccc(OCC)c(OCC)c2)c2ccccc2c1=O,-2,12,98,10,0,-2,-0.1,3,2.0,1
CC(C)n1cc(C(=O)N2CCCC(N3CCN(c4ccc(F)cc4)CC3)C2)cn1 (centres undefined),-4,7,104,-4,7,-5,-0.1,0,-0.5,1
O=C(Nc1c(F)cc(F)cc1Br)c1ccco1,7,9,98,1,0,-8,0.0,-1,-4.8,-1
Cc1cc2ccc3ccccc3c2cc1CN(C)C,-10,-7,94,4,19,-4,0.1,-9,-0.7,1
COc1ccc(/C=N/NC(=O)c2cc(-c3ccccc3)nc3ccccc23)c(C(=O)O)c1OC,-8,-2,100,-9,-4,-18,0.0,-2,-0.7,1
CC1=CC(C)(C)NC(=S)N1c1ccccc1,7,5,100,7,-1,-9,1.1,4,0.0,1
O=C(O)C1(c2ccccc2)CCN(S(=O)(=O)c2ccc(Cl)cc2)CC1,4,7,95,7,2,-20,0.0,-2,0.3,1
O=C(OCC(=O)c1ccc[nH]1)c1cncc(Br)c1,15*,15,103,12,0,-5,0.0,-4,-0.4,-1
O=C(Nc1ccc2c(c1)OCO2)c1ccc(N2C(=O)c3ccccc3C2=O)cc1,0,2,99,8,-1,-5,-0.2,0,1.8,2
O=S(=O)(/N=C(/Nc1nc2ccccc2s1)c1ccccc1)c1ccccc1,3,-16,90,5,3,-5,-0.2,8,-0.2,-1
O=C(NC1CCN(S(=O)(=O)c2ccc(Cl)cc2)CC1)C1CCCCC1,0,3,100,4,-7,-7,0.2,-14,-0.5,-1
COc1ccc(OCc2ccc(C(=O)O)cc2)cc1,-4,7,98,13,-2,-5,-0.3,.,1.4,-4
CCC(C(=O)OC)n1cnc2c(nnn2-c2cccc(Cl)c2)c1=O (centres undefined),-2,3,100,.,-3,-4,0.3,-10,2.8,3
Cc1ccc(C(=O)N/N=C\c2cc(Br)c(Br)o2)cn1,0,7,100,-1,-2,-5,-0.2,-6,0.1,3
CCCCC(=O)Nc1cc([N+](=O)[O-])ccc1F,-3,1,98,-5,-12,1,0.5,-1,-2.5,2
CC1CCC(NCC(=O)Nc2cccc(S(N)(=O)=O)c2)CC1 (centres undefined),-4,-10,99,2,0,-3,-0.1,-2,0.0,0
COc1cc2c(cc1OC)CN(C(=O)c1ccc(Br)o1)CC2,2,-3,99,-5,-7,-4,0.3,-11,1.1,0
O=C(CCNS(=O)(=O)c1ccccc1F)NC1CCCCCC1,2,4,92,9,-12,-4,1.1,10,-0.3,2
Cc1cccc(-n2ncc3c(N4CCC(C)CC4)ncnc32)c1,-1,-32,103,4,-4,-7,-0.1,-6,-0.4,-11
O=C(CN(c1ccccc1Cl)S(=O)(=O)c1ccccc1)NC1CC2CCC1C2 (centres undefined),4,-2,95,7,-3,-6,0.2,-6,0.2,-4
C/C(CCC1CC(C)OC1=O)=N/Nc1nc(-c2ccccc2)cs1 (centres undefined),0,3,100,0,-1,-7,0.2,4,-1.0,-1
O=C(O)CCc1ccc(-c2ccc(Br)cc2)n1-c1ccc(O)cc1,-8,-3,100,3,9,-2,0.0,4,-0.6,2

# Some of the entries so far, as tab-separated lines.
Structure	HTR2A ag	H9c2 protect	ABCB6 inh MLPCN	PDI inh	Granule exo inh	CaV13 ICDI inh	aDG glyco act	Vif inh	hiPSC survival	N-glyco inh
O=S(=O)(/N=C(/Nc1nc2ccccc2s1)c1ccccc1)c1ccccc1	3	-16	90	5	3	-5	-0.2	8	-0.2	-1
O=C(NC1CCN(S(=O)(=O)c2ccc(Cl)cc2)CC1)C1CCCCC1	0	3	100	4	-7	-7	0.2	-14	-0.5	-1
COc1ccc(OCc2ccc(C(=O)O)cc2)cc1	-4	7	98	13	-2	-5	-0.3	.	1.4	-4
CCC(C(=O)OC)n1cnc2c(nnn2-c2cccc(Cl)c2)c1=O (centres undefined)	-2	3	100	.	-3	-4	0.3	-10	2.8	3
Cc1ccc(C(=O)N/N=C\c2cc(Br)c(Br)o2)cn1	0	7	100	-1	-2	-5	-0.2	-6	0.1	3
CCCCC(=O)Nc1cc([N+](=O)[O-])ccc1F	-3	1	98	-5	-12	1	0.5	-1	-2.5	2
CC1CCC(NCC(=O)Nc2cccc(S(N)(=O)=O)c2)CC1 (centres undefined)	-4	-10	99	2	0	-3	-0.1	-2	0.0	0
COc1cc2c(cc1OC)CN(C(=O)c1ccc(Br)o1)CC2	2	-3	99	-5	-7	-4	0.3	-11	1.1	0
O=C(CCNS(=O)(=O)c1ccccc1F)NC1CCCCCC1	2	4	92	9	-12	-4	1.1	10	-0.3	2
Cc1cccc(-n2ncc3c(N4CCC(C)CC4)ncnc32)c1	-1	-32	103	4	-4	-7	-0.1	-6	-0.4	-11
O=C(CN(c1ccccc1Cl)S(=O)(=O)c1ccccc1)NC1CC2CCC1C2 (centres undefined)	4	-2	95	7	-3	-6	0.2	-6	0.2	-4
C/C(CCC1CC(C)OC1=O)=N/Nc1nc(-c2ccccc2)cs1 (centres undefined)	0	3	100	0	-1	-7	0.2	4	-1.0	-1
O=C(O)CCc1ccc(-c2ccc(Br)cc2)n1-c1ccc(O)cc1	-8	-3	100	3	9	-2	0.0	4	-0.6	2

# Other structures
SMILES,HTR2A ag,H9c2 protect,ABCB6 inh MLPCN,PDI inh,Granule exo inh,CaV13 ICDI inh,aDG glyco act,Vif inh,hiPSC survival,N-glyco inh
CC(C)CCN1C(=O)C2(OCCCO2)c2cc(Cl)ccc21,6,-5,105,-3,37,-9,0.0,-3,0.0,-3
O=C(CNC(=O)N1CC(=O)Nc2ccccc21)Nc1ccc(Cl)cc1Cl,3,0,96,-6,-4,-5,0.0,-3,4.4,5
CN(C)C(C(=O)NC1CCCCC1)c1ccc(Cl)cc1 (centres undefined),2,5,95,-9,-1,-4,-0.1,28,-1.7,0
O=C(Nc1nc2ccccc2s1)c1ccc([N+](=O)[O-])o1,-3,-10,104,-74,11,-21,0.2,5,-0.6,22
